High-throughput results as filed in PubChem.
S2 tox = viability counter-screen for ATXN expression inhibitors. S2 cells (HEK-293 line with an ATXN2-luciferase reporter) viability, CellTiter-Fluor protease fluorescence, 24 h. Potency, µM (doses to about 56.7 µM), most hits filed as cytotoxic. 0.49% of 400,000 active. AID 651635; further: potency means the concentration at half of the fitted maximal effect; nearly all actives have a fitted effect of over 40% in size
MCF10A rereplic = DNA re-replication induction in MCF 10a cells | MCF 10A DNA re-replication, Hoechst nuclear intensity, 48 h | Potency, µM (highest dose often 46.1 µM), inactives show at the top dose activity, positive = re-replication, hits mostly activators | 2.9% of 350,000 active | AID 624296; further: potency means the concentration at half of the fitted maximal effect; % of control where 0% means no effect; nearly all actives have a fitted effect of over 50% in size
HT1080 IDH1KD tx = kills HT-1080 cells with IDH1 knockdown; HT-1080 IDH1 knockdown viability, ATP luminescence, 48 h; Potency, µM (doses to about 46.1 µM), for inactives: at the top dose activity, negative = toxicity, actives largely listed as cytotoxic; 2% of 360,000 active; AID 686971;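 further: potency means the concentration at half of the fitted maximal effect; 0% = DMSO wells and -100% = cell-free medium wells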
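Assay cells: HT-1080 with IDH1 knockdown, 750 per well, RPMI/5% FBS. Exposure: 48 h at 37 °C following 2 h pre-incubation. Read: CellTiter-Glo luminescence; fitted concentration-response, curve class assigned.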
SW480 rereplic = inducers of DNA re-replication in SW480 colon cancer cells; Potency, µM (highest dose often 46.1 µM), for inactives: at the highest dose re-replication activation, usual class: activators; SW480 DNA re-replication, Hoechst DNA content imaging, 48 h; 1.8% of 340,000 active; further: potency means the concentration at half of the fitted maximal effect; % of control where 0% means no effect; nearly all actives have a fitted effect of over 55% in size
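Per well, 250 cells were exposed to pinned compound for 48 hr. Nuclear DNA was visualised with Hoechst (40 min, 37 C) and total object intensity recorded by fluorescence scanning.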
ATXN2 expr inh = inhibitors of ATXN2 expression. HEK-293 ATXN2-luciferase reporter, luminescence, 24 h. Potency, µM (top dose mostly 57 µM), for inactives: at the top dose activity change, negative = inhibition, usual class: inhibitors. 0.72% of 360,000 active. AID 1745845; further: potency means the concentration at half of the fitted maximal effect; on the % scale 0 is the no-effect control and ±100 the full control effect; nearly all actives have a fitted effect of over 55% in size
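qHTS (up to 57 uM final) was run with 24 h compound exposure of reporter cells at 37 °C. Each well was multiplexed: SteadyGlo luminescence measured ATXN2-luciferase expression after a fluorogenic Gly-Phe-AFC viability readout (25 uM final).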
KB-3-1 cytotox = kills parental KB-3-1 adenocarcinoma cells | KB-3-1 viability, CellTiter-Glo ATP luminescence, 72 h | Potency, µM (top dose mostly 46.1 µM), inactives show at the top dose activity change, negative = cytotoxic, most hits filed as cytotoxic | 1.4% of 400,000 active; further: potency means the concentration at half of the fitted maximal effect; on the % scale 0 is the no-effect control and ±100 the full control effect; nearly all actives have a fitted effect of over 60% in size
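Screening of KB-3-1 cells (DMEM, 10% FBS, phenol-red free) ran from lowest to highest compound concentration; after 72 h at 37 °C viability was read luminescently and curves fitted.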
IL1B secr inh = blocks inflammasome-driven IL-1 beta release | THP-1 LPS/ATP IL-1B secretion, AlphaLISA, 16 h; active compounds read low | 4.7% of 360,000 active | activity change, % at 57.5 µM; in the data active means activity change below about -50%; inconclusive means mostly about -30% to -49%; further: on the % scale 0 is the no-effect control and ±100 the full control effect
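Secreted IL-1B measured by AlphaLISA bead assay after 16 h compound exposure of THP-1 cells; compounds (final up to 57.5 uM) added 1 h before LPS (250 ng/mL) and ATP (1.25 mM) stimulation; lower signal means less secretion.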
HepG2 viability = counter-screen for TGF-b inhibitors: cytotoxicity in HepG2 cells | AID 588856 | 0.76% of 410,000 active | HepG2 CAGA-GFP viability, ATP luminescence, 18 h | Potency, µM (top dose mostly 46.1 µM), for inactives: at the top dose activity change, negative = cytotoxicity, actives largely listed as cytotoxic; further: potency means the concentration at half of the fitted maximal effect; some results filed as inactive show a strong effect at the top dose
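HepG2 CAGA-GFP cells (1000/well, DMEM with 1% FBS) received compound, then TGF-beta at 500 pg/mL final, and were incubated 18 hours at 37 degrees C. Viability was read by CellTiter-Glo luminescence. Media-only wells were set as complete cell-killing and DMSO as no toxicity.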
HT1080NT lethal = kills 2HG-producing HT-1080-NT fibrosarcoma cells; AID 686970; HT-1080-NT fibrosarcoma viability, CellTiter-Glo ATP luminescence, 48 h; Potency, µM (series often up to 46.1 µM), inactives show at the top dose activity, negative = less viability, most hits filed as cytotoxic; 1.6% of 360,000 active;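 further: NT is the 2HG producing partner of a matched IDH1 knockdown line; potency means the concentration at half of the fitted maximal effect; 0% = DMSO-treated cells and -100% = media-only wells without cells; nearly all actives have a fitted effect of over 55% in size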
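Luminescent CellTiter-Glo readout after 48 hours of compound exposure at 37 degrees C defined viability of HT-1080-NT cells. Activity was normalized to DMSO wells and cell-free media wells; concentration-response curves were fitted and assigned curve classes.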
Active calls of the source: *; i = inactive; ? = inconclusive; . = not tested or not shown; & = joins results of further samples; [ ] = remark or other dose. Unless noted, the call rests on the fitted dose curve; in most records, active means well fitted curve in the direction sought with a large enough effect; inconclusive means small, poorly fitted or top-dose-only effect, or another doubt; inactive means no such curve, though single readings can be large; an effect the other way counts as inactive or inconclusive. Compounds as they come; about 8.9% have a hit in one of these screens.

canonical_smiles	S2 tox	MCF10A rereplic	HT1080 IDH1KD tx	SW480 rereplic	ATXN2 expr inh	KB-3-1 cytotox	IL1B secr inh	HepG2 viability	HT1080NT lethal
Cc1cc(CNC(=O)COc2c(F)c(F)cc(F)c2F)c2ccccc2n1	i	-2%	?	-1%	-5%	0%	74	3%	?
CCn1nc(C)c(CN2CCCC(CO)(Cc3cccc(Cl)c3)C2)c1C (configuration not stated)	i	0%	0%	1%	.	-19%	-2	-42%	-2%
Cc1cc(-c2ccc(C)c(S(=O)(=O)NCCC(C)N3CCCCCC3)c2)on1 (configuration not stated)	i	-16%	-1%	13%	.	4%	-2	-31%	-2%
COC(=O)C1CCN(C(=O)c2cc3c(=O)n4cccc(C)c4nc3n2Cc2ccccc2)CC1	.	2%	8%	-11%	-8%	-1%	24	8%	-6%
CCN(c1ccccc1)S(=O)(=O)c1cccc(C(=O)NCc2cccnc2)c1	i	4%	-10%	-2%	-8%	-2%	13	-12%	-1%
CC(C)(C)c1ccc(C(=O)NCCC(=O)Nc2ccc(S(=O)(=O)Nc3nccs3)cc2)cc1	i	?	10%	-123%[inhibitor]	-2%	10%	-10	4%	-1%
C=CCn1c(NCc2ccccc2OC)nc2ccccc21	?	2%	1%	3%	.	-7%	-13	-7%	-3%
Cc1c(Cl)cccc1NC(=O)Nc1c[nH]c(=O)[nH]c1=O	i	.	.	.	7%	13%	.	1%	.
COc1ccc(S(=O)(=O)NNC(=O)c2ccccc2-n2cccc2)cc1	i	0%	0%	2%	-6%	0%	-6	8%	-1%
CCCC[C@@H]1CCCO[C@@](C(=O)NCc2cc(C)n(C)n2)(C(F)(F)F)C1	i	19%	5%	9%	0%	0%	24	-19%&-31%	10%

Continued:
canonical_smiles	S2 tox	MCF10A rereplic	HT1080 IDH1KD tx	SW480 rereplic	ATXN2 expr inh	KB-3-1 cytotox	IL1B secr inh	HepG2 viability	HT1080NT lethal
O=C(COC(=O)c1cncc(Br)c1)NC1CCCCC1	i	-3%	29%	0%	5%	-1%	30	-15%	21%
S=C1NC[C@H](CC2CCCCC2)N1CCCCC1CCCCC1	i	10%	12%	-15%	-23%	-12%	4	-19%	12%
Cc1ccc(C)c(S(=O)(=O)N(C)Cc2cccs2)c1	i	4%	0%	-2%	-4%	-5%	-7	-16%	13%
CCN1CCN(Cc2c(OC)ccc3ccccc23)CC1	i	8%	1%	-4%	1%	15%	0	-2%	3%
O=C(NCCC1=CCCCC1)c1cc2c(s1)CS(=O)(=O)C2	i	-1%	0%	-16%	19%	11%	4	1%	1%
Cc1nn(CC2CC2)c(=O)n1-c1ccc(Oc2ccccc2)cc1	i	12%	10%	17%	-21%	-26%	10	-9%	2%
O=S(=O)(/N=C(\c1ccccc1)N1CCOCC1)c1ccc(Cl)cc1	i	-1%	-7%	0%	-14%	-11%	-3	-48%	-3%
CCC(c1nnnn1-c1ccc2c(c1)OCCO2)N1CCN(c2ccc(C)cc2)CC1 (configuration not stated)	i	.	-14%	.	-16%	18µM*	-9	.	-10%
O=C(Nc1nc(-c2ccccc2)cs1)NC1CCCCC1	?	?	-15%	3%	59%[activator]	0%	-9	-29%	-20%
O=C1CCC(=O)N1CNc1ccc(Oc2ccccc2)cc1	i	-8%	2%	1%	8%	0%	-2	1%	3%

The list goes on.
canonical_smiles	S2 tox	MCF10A rereplic	HT1080 IDH1KD tx	SW480 rereplic	ATXN2 expr inh	KB-3-1 cytotox	IL1B secr inh	HepG2 viability	HT1080NT lethal
O=c1cc(CSc2nnnn2-c2ccccc2)nc2nc[nH]n12	i	5%	-1%	-3%	5%	1%	-5	-17%	-3%
Cc1ccc(N2C(=O)CC(Sc3ncccn3)C2=O)cc1C (configuration not stated)	?	0%	12%	-1%	.	-1%	-7	-9%	-3%
CCCNC(=O)C1(C)CCN(Cc2ccc(-c3ccccc3)o2)C1 (configuration not stated)	i	.	?	.	-2%	-4%	-14	-18%	?
N=P(N1CCOCC1)(N1CCOCC1)C12CC3CC(CC(C3)C1)C2	i	0%	7%	-4%	5%	9%	20	2%	0%
CC(=O)c1ccc(S(=O)(=O)NCC2(N3CCOCC3)CCCCC2)cc1	i	-6%	0%	-16%	.	5%	-8	-2%	-2%
CCCCCC(=O)Nc1cc(S(=O)(=O)N2CCOCC2)ccc1N1CCCCC1	i	-15%	1%	-92%[inhibitor]	-5%	2%	-21	-20%	-9%
COc1ccc(-c2nc3ccccc3n2CCC(C)C)cc1OC	i	?	-18%	1%	-6%	-5%	-12	-2%	-15%
CCCN1C(=O)c2ccccc2NC1c1ccc(OC)c(CSc2ccccn2)c1 (configuration not stated)	i	5%	16%	9%	-14%	-18%	-8	-23%	?
CCN(CC)C(=O)Cn1nnc2sc(-c3ccccc3)cc2c1=O	i	.	.	.	15%	2%	.	-18%	.
CCOC(=O)c1ccc(NC(=O)c2nc[nH]c2C(=O)NCc2ccccc2)cc1	?	27%	9%	4%	-15%	6%	7	-27%	12%

Remaining list, next part
canonical_smiles	S2 tox	MCF10A rereplic	HT1080 IDH1KD tx	SW480 rereplic	ATXN2 expr inh	KB-3-1 cytotox	IL1B secr inh	HepG2 viability	HT1080NT lethal
CC(=O)NNc1cc(=O)c2c(=O)n(C)c(=O)n(C)c2[nH]1	i	-2%	-6%	-3%	0%	20%	0	-8%	3%
CC(=O)NC(C)c1nc2ccccc2n1CC(=O)NC(C)CCc1ccccc1 (configuration not stated)	i	-29%	1%	-48%[inhibitor][1.84 µM]	-13%[2.22 µM]	-2%	22	-11%	1%
Cc1ccccc1-n1c(SCC(=O)NCc2cccs2)nnc1-c1ccncc1	i	?	-4%	0%	-4%	-3%	-3	0%	-4%
CCOc1ccc(S(=O)(=O)Nc2ccc3c(c2)n(C)c(=O)n3C)cc1	i	14%	-24%	-6%	6%	?	13	-20%	?
COC(=O)N[C@H](CC(C)=O)c1cccc(C(F)(F)F)c1	i	-13%	-4%	-1%	12%	-3%	11	-6%	0%
CCOC(=O)c1[nH]c(C)c(C(=O)OCc2c(C)noc2C)c1C	i	?	?	30%	10%	0%	-23	-23%	?
CCOC(=O)c1sc2ncn(CC(=O)Nc3cccc(C)c3)c(=O)c2c1C	i	.	.	.	10%	17%	.	-31%	.
C#CCOc1ccccc1/C=C1/C(=O)ON=C1C	i	?	-13%	?	-1%	?	-15	-16%	-16%
CC1CC(C)CN(C(=O)C(C)N(C)CC(=O)Nc2ccc(F)cc2)C1 (configuration not stated)	i	6%	-2%	-6%	9%	.	12	6%	0%
CCOc1ccccc1C(=O)OCC(=O)NCCNC(=O)COC(=O)c1ccccc1OCC	i	-9%	11%	-27%	-5%	?	i	-2%	13%

Some entries already given, limited to HepG2 viability and HT1080 IDH1KD tx:
| structure | HepG2 viability | HT1080 IDH1KD tx |
| --- | --- | --- |
| Cc1ccc(N2C(=O)CC(Sc3ncccn3)C2=O)cc1C (configuration not stated) | -9% | 12% |
| Cc1c(Cl)cccc1NC(=O)Nc1c[nH]c(=O)[nH]c1=O | 1% | . |

(next part)
canonical_smiles	S2 tox	MCF10A rereplic	HT1080 IDH1KD tx	SW480 rereplic	ATXN2 expr inh	KB-3-1 cytotox	IL1B secr inh	HepG2 viability	HT1080NT lethal
COc1ccc(-c2cc(=O)[nH][nH]2)cc1OC	i	24%	13%	-3%	-5%	0%	-1	3%	2%
COc1ccc(S(=O)(=O)N(CC(=O)NCc2ccncc2)c2ccc(C)cc2)cc1Br	i	-19%	-7%	-23%	3%	14%	8	-3%	-13%
NN1C(=O)NC(c2ccccc2)(c2ccccc2)C1=O	i	0.73µM*	-1%	11%	-9%	5%	0	-9%	-2%
Cc1sc(NC(=S)NC(=O)CCc2ccccc2)c(C(N)=O)c1C	?	0.13µM*	?	0.29µM*	-7%	0.18µM*	44	13%	0.16µM*
CCOc1ccc(CCNC(=O)C2CC(C)=CCC2C(=O)O)cc1OCC (configuration not stated)	i	0%	0%	-9%	2%	8%	8	3%	12%
CCn1ccnc1CN1CCCC(C(=O)c2ccc3c4c(cccc24)CC3)C1 (configuration not stated)	i	?	-1%	-2%	-26%	-1%	-69*	-15%	-13%
O=C(Nc1ccc2nc(-c3ccco3)c(-c3ccco3)nc2c1)N1CCCCCC1	.	18µM*	?	?	5%	-17%	?	5%	-29%
c1nc(N2CCCCCC2)c2[nH]cnc2n1	i	16%	-12%	-6%	12%	-16%	12	3%	-5%
CN(C)CCOc1ccc2ccccc2c1	i	2%	7%	1%	-3%	14%	3	9%	5%
CCCOc1ccc(N2C(=O)CC(N(CCc3ccccc3)C(=O)c3ccccc3)C2=O)cc1 (configuration not stated)	i	1%	-2%	-5%	-1%	19%	-15	2%	-3%

(further entries)
canonical_smiles	S2 tox	MCF10A rereplic	HT1080 IDH1KD tx	SW480 rereplic	ATXN2 expr inh	KB-3-1 cytotox	IL1B secr inh	HepG2 viability	HT1080NT lethal
CCOC1=NN(c2ccc(Cl)cc2)C(=O)/C1=C\N(C)C	i	2%	11%	3%	-6%	17%	0	-6%	5%
CCc1nnc2n1N=C(c1ccc(Br)cc1)CS2	i	6%	6%	-1%	-8%	-4%	0	-4%	3%
O=C(O)c1ccc2c(c1)C(=O)N(Cc1ccco1)C2=O	i	5%	13%	0%	-12%	7%	8	-6%	3%
CCOC(=O)c1ccc(NC(=O)CSc2nnc(-c3cccs3)n2CC)cc1	?	3%	?	0%	-16%	4%	0	-25%	4%[9.24 µM]
COc1ccccc1C1(CC(=O)O)CCOC(C)(C)C1 (configuration not stated)	i	-3%	-4%	-4%	-4%	-1%	7	-1%	3%
OCCN1CCN(c2ncnc3c2ncn3[C@H]2CN(Cc3ccc4c(c3)OCO4)C[C@@H](CO)O2)CC1	i	.	7%	.	-4%	0%	25	-20%	?
